# Bioassay records deposited in PubChem by several laboratories.
# procasp7 counter: activates human procaspase-7, counter-screen for procaspase-3 activators; AID 463210; 330,000 tested, 0.093% active; recombinant procaspase-7, Ac-DEVD-pNA absorbance 405 nm; D23A/D198A/D206A triple mutant, cannot self-cleave; scale: DMSO 0, 5 µM enzyme 100; activation, % at 8.5 µM; P55210;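 active means percent activation above the screen-wide mean plus 3 SD, cut at about 25% in these data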
#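 Assay system: Uncleavable procaspase-7 mutant enzyme / Input: 2 µM procaspase-7 mutant as dispensed / Dosing: single nominal 8.5 µM compound dose, 0.8% DMSO final / Timing: 1 h enzyme–compound preincubation and 2 h substrate reaction, both 25 °C / Detection: p-Nitroaniline absorbance at 405 nm, read at 0 and 120 min / Replication: singlicate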
# GRK2 inh: inhibitors of human GRK2 displacing RNA aptamer; P25098; bead flow cytometry, FAM-aptamer displacement from GRK2; inhibition of aptamer binding, % at 10 µM; 330,000 tested, 0.59% active; AID 488847;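 active means inhibition of aptamer binding above 40%, roughly 3 SD of noise, on plates passing a quality check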;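 further: median bead fluorescence of bound FAM aptamer so fluorescent compounds give negative values; no value below 0 was filed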
# PP1 counter: blocks human PP1-alpha phosphatase, a PP5 counter-screen; P62136; purified PP1alpha, OMFP fluorescence; inhibition, % at 6.7 µM; 320,000 tested, 0.9% active;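 active means inhibition above the mean inhibition of all tested compounds plus 3 SD, computed separately for each screening campaign, cut at about 15% in these data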
# HCV core dimer: blocks dimerization of HCV core protein; TR-FRET GST/Flag-core106 dimerization, 1536-well; inhibition, % at 5 µM; 300,000 tested, 0.33% active;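 active means inhibition above the mean of all tested compounds plus 3 SD, set per screening campaign, cut at about 45% in these data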
#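 Material: GST/Flag-tagged HCV core106 proteins. Incubation: 4 h, 22.5 °C incubation. Read-out basis: inhibition (%) from 671 over 617 nm ratio. Measured by: TR-FRET, excitation 340 nm, emission 617 and 671 nm.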
# Fh CTSL1 inh: counter-screen for PFM18AAP inhibitors: inhibitors of F. hepatica cathepsin L1 | recombinant F. hepatica cathepsin L1, Z-Leu-Arg-MCA fluorescence | inhibition, % at 5.96 µM | 300,000 tested, 0.49% active;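 active means inhibition above the mean of all tested compounds plus 3 SD, set per screening campaign, cut at about 17% in these data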;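 further: 0% = plate median of test compound wells and 100% = 1 µM Z-Phe-Ala-diazomethylketone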
# VLA-4 inh: inhibition in a human VLA-4 binding assay | AID 2557 | VLA-4 expressing cells, ligand binding flow cytometry | inhibition, % (about 7 µM as worked out from the volumes in the protocol) | 330,000 tested, 0.2% active; in the data active means inhibition above about 50%
# Target sequence (P13612 whole entry, looked up): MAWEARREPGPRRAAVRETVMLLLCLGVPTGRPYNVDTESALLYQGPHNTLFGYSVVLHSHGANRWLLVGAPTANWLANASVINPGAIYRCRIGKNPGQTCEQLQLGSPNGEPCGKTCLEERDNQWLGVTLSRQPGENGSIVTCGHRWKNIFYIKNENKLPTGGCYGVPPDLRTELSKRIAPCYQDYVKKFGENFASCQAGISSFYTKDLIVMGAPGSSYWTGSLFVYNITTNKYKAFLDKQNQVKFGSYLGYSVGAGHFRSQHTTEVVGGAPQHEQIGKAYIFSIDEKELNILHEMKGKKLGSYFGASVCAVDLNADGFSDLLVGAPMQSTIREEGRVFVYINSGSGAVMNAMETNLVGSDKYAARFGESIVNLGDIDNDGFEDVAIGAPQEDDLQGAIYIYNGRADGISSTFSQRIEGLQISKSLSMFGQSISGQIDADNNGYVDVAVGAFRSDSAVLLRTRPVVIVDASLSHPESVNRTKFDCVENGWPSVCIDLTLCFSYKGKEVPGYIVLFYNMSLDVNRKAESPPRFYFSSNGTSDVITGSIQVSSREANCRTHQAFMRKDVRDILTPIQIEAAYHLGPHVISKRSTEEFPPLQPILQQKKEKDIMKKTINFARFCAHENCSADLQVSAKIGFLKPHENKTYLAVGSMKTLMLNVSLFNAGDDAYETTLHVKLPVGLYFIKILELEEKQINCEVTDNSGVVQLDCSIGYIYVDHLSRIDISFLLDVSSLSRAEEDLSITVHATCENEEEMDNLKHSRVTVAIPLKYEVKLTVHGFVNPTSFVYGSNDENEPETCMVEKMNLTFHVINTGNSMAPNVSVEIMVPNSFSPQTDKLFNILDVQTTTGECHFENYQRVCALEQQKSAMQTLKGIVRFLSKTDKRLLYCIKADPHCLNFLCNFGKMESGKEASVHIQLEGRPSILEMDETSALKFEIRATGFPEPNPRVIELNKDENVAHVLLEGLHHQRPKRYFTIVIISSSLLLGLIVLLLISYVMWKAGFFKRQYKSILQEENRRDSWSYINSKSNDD
# proCasp3 act: activators of human procaspase-3. recombinant procaspase-3 D3A, Ac-DEVD-pNA absorbance 405 nm. P42574. 330,000 tested, 0.11% active. activation, % at 8.5 µM;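 active means activation above the mean of all tested compounds plus 3 SD, cut at about 21% in these data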;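 further: 0% = DMSO alone and 100% = DMSO wells spiked with extra 5 µM PC-3 D3A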
#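 assay system = Procaspase-3 D3A mutant | signal = absorbance at 405 nm, 0 and 120 min | times = 1 h preincubation plus 2 h reaction at 25 °C | repeats = single replicate | read-out = % activation between DMSO and enzyme-spiked controls | medium = Zinc-free HEPES saline buffer with Triton X-100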
# JMJD2C inh: inhibitors of human GASC-1 (JMJD2C) demethylase. Q9H3R0. GST-JMJD2C(1-420) H3K9me3 demethylation, DELFIA europium. inhibition, % at 2.35 µM. 330,000 tested, 0.069% active. AID 2099;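 active means more than half of a compound's replicate wells show inhibition beyond 50%, single wells judged on their own value; inconclusive means some, but no more than half, of replicates pass 50% inhibition; inactive means no replicate passes 50% inhibition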;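 further: signal counts dimethyl H3K9 product captured on neutravidin plate; 0% = median of DMSO wells and 100% = 0.3 times that DMSO median; strong numbers were not always called active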
# PP5 inh: blocks human protein phosphatase 5 activity. P53041. purified PP5c, OMFP substrate fluorescence. inhibition, % at 6.7 µM. 320,000 tested, 0.18% active. AID 1987;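 active means inhibition above the campaign's mean inhibition across all tested compounds plus 3 SD, cut at about 9.5% in these data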;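 further: 0% = DMSO only and 100% = 100 µM cantharidin control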
# Numbers without * were called inactive; i = inactive; ? = inconclusive; nt = no result given.
SMILES,procasp7 counter,GRK2 inh,PP1 counter,HCV core dimer,Fh CTSL1 inh,VLA-4 inh,proCasp3 act,JMJD2C inh,PP5 inh
CCc1ccc(C2CC(=O)NC(SCC(=O)OC(C)C)=C2C#N)cc1 (stereo not given),-3,0,1,8,-1,21,0,-1,2.6
COC(=O)C1=C(C)N(Cc2ccccc2)C(=NCc2ccccc2)N[C@H]1c1cccc(C(F)(F)F)c1,-13,0,nt,nt,nt,28,7,-5,nt
Cc1cc(C(=O)Cn2cnc3ccccc3c2=O)c(C)n1C1CC1,0,0,-7,0,4,-11,11,4,1.1
COc1ccc([N+](=O)[O-])cc1NC(=O)CCN1CCN(c2ccccc2)CC1,1,1,-1,4,0,-6,3,-2,0.1
Cc1c(N(CC(=O)O)S(=O)(=O)c2ccccc2)c(=O)n(-c2ccccc2)n1C,2,4,8,2,1,6,5,0,0.6
COC(=O)c1ccc(/C=C2\Oc3ccccc3NC2=O)cc1,-1,1,-2,7,9,-2,4,-11,0.5
O=C(NCC(=O)N1CCN(Cc2ccccc2)CC1)c1cc(Cl)cc([N+](=O)[O-])c1,-6,0,nt,nt,nt,12,7,-3,nt
CC1CN(CC(=O)Nc2ccc([N+](=O)[O-])cc2Br)CC(C)O1 (stereo not given),-4,0,2,-4,4,-3,1,0,0.1
O=C(c1cccs1)N(c1ccc(Br)cc1)C1C=CS(=O)(=O)C1 (stereo not given),9,2,-2,8,-3,4,12,0,1.9
Cc1cc(C)cc(OCC(=O)NCc2nc(-c3ccccc3)no2)c1,3,3,-5,-2,0,4,1,-4,3.3
Cc1ccc(F)cc1CNC(=O)C1CCC(=O)N(CCCN2CCCC2=O)C1 (stereo not given),6,0,5,2,0,0,11,-6,3.1
O=C(O)CCCCCN1C(=O)CCC1=O,14,4,-2,-8,-2,8,0,1,3.6
O=C(c1ccco1)N1CCN(Cc2c(F)cccc2Cl)CC1,-6,0,1,-2,-1,12,1,-3,2.5
CCOC(=O)N1CCN(C2CC(=O)N(c3ccc(C)cc3)C2=O)CC1 (stereo not given),-5,1,-1,-4,-5,4,-14,-5,-0.3
C=CCNC(=O)c1onc(CSc2ccccc2C)c1C(=O)O,-5,1,0,-6,-2,-4,7,21,0.5
CCN1CCN(C(c2cccs2)C(C)NS(=O)(=O)c2ccc(C)cc2)CC1 (stereo not given),8,3,2,4,3,-9,9,-35,1.7
Cn1cc(S(=O)(=O)N2CCNCC2)cc1C(N)=O,10,0,nt,nt,nt,-7,8,2,nt
O=C(N[C@H]1C/C=C\C[C@H](CC(=O)N(CCO)Cc2ccccc2)C(=O)N[C@H](Cc2c[nH]c3ccccc23)COC1=O)OCC1c2ccccc2-c2ccccc21,1,0,nt,nt,nt,-8,3,nt,nt
CCN(CC)CCOCCOc1ccccc1F,-4,1,-4,0,-2,8,-3,0,0.0
O=C(CSc1nnc2ccc(-c3cccnc3)nn12)Nc1ccc(F)cc1,9,0,-4,2,8,1,-5,?,-0.3

# Some entries already given, reduced to PP5 inh, proCasp3 act and PP1 counter.
molecule	PP5 inh	proCasp3 act	PP1 counter
Cc1cc(C(=O)Cn2cnc3ccccc3c2=O)c(C)n1C1CC1	1.1	11	-7
COc1ccc([N+](=O)[O-])cc1NC(=O)CCN1CCN(c2ccccc2)CC1	0.1	3	-1

# Three entries already listed, ordered by their value in HCV core dimer, smallest number first:
SMILES,GRK2 inh,HCV core dimer,VLA-4 inh,proCasp3 act,JMJD2C inh,PP5 inh
CCOC(=O)N1CCN(C2CC(=O)N(c3ccc(C)cc3)C2=O)CC1 (stereo not given),1,-4,4,-14,-5,-0.3
Cc1c(N(CC(=O)O)S(=O)(=O)c2ccccc2)c(=O)n(-c2ccccc2)n1C,4,2,6,5,0,0.6
O=C(c1cccs1)N(c1ccc(Br)cc1)C1C=CS(=O)(=O)C1 (stereo not given),2,8,4,12,0,1.9

# The list continues:
SMILES,procasp7 counter,GRK2 inh,PP1 counter,HCV core dimer,Fh CTSL1 inh,VLA-4 inh,proCasp3 act,JMJD2C inh,PP5 inh
CCNc1nnc(CSc2nc3ccccc3s2)s1,4,0,-3,-1,-6,11,-2,-2,0.2
COC(=O)c1ccc(NC(=O)CSc2nnc(C(C)NC(=O)c3ccccc3Cl)n2C)cc1 (stereo not given),-4,0,-5,2,-2,-2,-12,7,2.6
CCCOc1ccc(S(=O)(=O)NCCCN2CCOCC2)c2ccccc12,9,2,2,-3,0,5,-7,nt,-0.5
O=C(CSc1cccc[n+]1[O-])c1ccccc1Br,-6,2,-3,-2,-1,0,6,0,1.7
Cc1cccc(N2CC(C(=O)NCc3ccco3)CC2=O)c1C (stereo not given),-14,1,0,nt,nt,1,-7,-6,-1.3
O=S1(=O)CCN(C(CCO)c2cccc(C(F)(F)F)c2)CC1 (stereo not given),-10,3,4,5,0,-1,-3,-1,1.4
O=C1CCCN1CCC1CCN(C2CC(=O)N(Cc3ccc(N4CCCC4=O)cc3)C2=O)CC1 (stereo not given),-29,0,3,6,4,17,-20,i,3.1
C/C(N)=C(/C#N)C(=O)COC(=O)c1cc(C)n(-c2ccc(F)cc2)c1C,-6,0,3,7,0,-1,-12,0,-1.0
COc1ccc([C@@H]2CC(=O)c3c(O)cc(O)cc3O2)cc1O,2,1,1,-1,1,43,1,nt,-2.0
COc1cccc(-c2csc(NC(=O)C3CC3)n2)c1,-1,0,5,-5,-1,-23,8,3,1.6
CCN(CC)S(=O)(=O)c1ccc2oc(C(=O)NCc3ccc(C)cc3)c(C)c2c1,-4,0,6,8,2,2,-7,5,5.7
CCOc1ccc(OCc2ccc(C(=O)Nc3cccnc3)o2)cc1,2,1,-1,2,0,-8,4,-6,0.4
CC(C)Oc1ccc2c3c(c(=O)oc2c1)CCC3,-7,0,5,3,4,2,-2,-24,1.9
Cc1cc(SCc2ccccc2Cl)nc(=O)[nH]1,6,2,7,44,-4,8,-11,26,1.2
Cc1ccc(S(=O)(=O)N2CCN(c3nccnc3C#N)CC2)cc1,1,4,-6,3,5,0,3,5,-1.4
O=c1oc2ccccc2c(O)c1C=NCc1ccccn1,8,0,2,-1,-1,-4,-9,49,3.7
O=[N+]([O-])c1ccc(F)cc1Oc1nc(-c2cccnc2)nc2ccccc12,-1,0,3,14,6,-7,2,-6,0.7
CCSC(=O)CCCCCCCCCCCO,2,0,-5,-11,-4,4,8,3,1.8
O=C(CN1CCCCCC1)N1c2ccccc2C=Cc2ccccc21,13,1,-2,-2,6,6,4,15,-2.7
S=C1NCCNC(=S)NCCOCCOCCOCCN1,-1,0,-2,1,0,10,-1,30,-1.2
CCCc1cc(=O)[nH]c(SCCOc2ccc(Cl)cc2)n1,1,0,-3,6,1,-7,2,8,4.2
O=C(N/N=C/c1ccc([N+](=O)[O-])cc1)C(=O)N1CCCC1,6,0,-1,0,4,-8,-2,3,1.9
O=C(Nc1ccc(-c2nc3ccccc3[nH]2)cc1)c1ccco1,6,1,1,-6,1,8,-14,i,3.4
O=C(Nc1cccc(-c2csc(Nc3cccc(C(F)(F)F)c3)n2)c1)c1ccccc1,-11,0,-2,-5,2,0,6,16,4.9
CCC1(C)Cc2ccccc2-c2nc(NCCO)n(-c3ccccc3)c(=O)c21 (stereo not given),17,0,-2,-6,-1,21,4,?,3.3
CS(=O)(=O)N(CC(=O)NCc1ccccc1)c1ccc(Cl)cc1,7,2,-3,3,-3,-8,4,-40,1.4
CC1CCN(S(=O)(=O)c2ccc(Oc3ccc([N+](=O)[O-])cc3)cc2)CC1,9,1,2,3,-4,-3,3,-14,2.3
CC(C)(C)c1cc2nc(N)nc(N)n2n1,-2,0,0,-8,0,-1,7,12,1.1
Cc1cc(C)cc(OCC(=O)N/N=C\c2cn(C)nc2C)c1,1,4,2,0,-3,7,5,-5,1.0
COc1ccc(NC(=O)Cc2nnc(SCC(=O)NC3CCCC3)n2C)cc1,-8,3,3,-16,-1,-2,-3,10,2.2
O=C1C(Cc2ccccc2)Nc2ncnc(N3CCCCC3)c2N1Cc1ccc(Cl)cc1 (stereo not given),1,0,8,29,2,-3,-2,-17,0.7
COc1ccc(N2CCC(CNC(=S)Nc3cc(C)cc(C)c3)C2)cc1 (stereo not given),-20,0,15,-4,3,3,-2,-1,3.5
FC(F)(F)c1ccc(NCc2ccccn2)nc1,-10,0,1,-5,6,3,-2,-10,-0.4
CN(C)c1ccc(C(CNC(=O)c2ccco2)N2CCCC2)cc1 (stereo not given),-3,1,4,-7,-4,0,5,-4,2.3
CN(CC(=O)NCc1ccco1)S(=O)(=O)c1ccc(F)cc1,8,0,-2,-6,1,13,3,-4,-0.4
COc1ccc(C(CNC(=O)c2ccc(S(=O)(=O)N3CCOCC3)cc2)N2CCCCC2)cc1 (stereo not given),2,0,-4,-9,-2,-3,3,16,-1.1
CSc1ccccc1NC(=O)C1C2CCC(C2)C1C(=O)O (stereo not given),-1,0,-1,-1,-2,4,0,3,3.7
Cc1ccc(CN(C)C(=O)COC(=O)CSc2cc(C)c3ccccc3n2)cc1,-7,1,-2,nt,nt,2,-4,6,2.5
CCOC(=O)N1CCN(Cc2nc(-c3ccc(OC)cc3)no2)CC1,12,0,-1,-2,2,15,0,-17,-0.7
CN(C)c1nc(NCc2ccccc2)nc(N/N=C/c2cccc(Br)c2)n1,-5,2,0,6,2,10,3,0,-0.3

# Structures above that contain a thiophene ring, fused or not, in the order listed:
SMILES,procasp7 counter,GRK2 inh,PP1 counter,HCV core dimer,Fh CTSL1 inh,VLA-4 inh,proCasp3 act,JMJD2C inh,PP5 inh
O=C(c1cccs1)N(c1ccc(Br)cc1)C1C=CS(=O)(=O)C1 (stereo not given),9,2,-2,8,-3,4,12,0,1.9
CCN1CCN(C(c2cccs2)C(C)NS(=O)(=O)c2ccc(C)cc2)CC1 (stereo not given),8,3,2,4,3,-9,9,-35,1.7

# (further entries)
SMILES,procasp7 counter,GRK2 inh,PP1 counter,HCV core dimer,Fh CTSL1 inh,VLA-4 inh,proCasp3 act,JMJD2C inh,PP5 inh
COc1cc2c(cc1NC(=O)CN1CCN(S(=O)(=O)c3ccc(C)cc3)CC1)oc1ccccc12,14,0,-2,9,-2,12,-8,41,4.0
Cc1cc(C)nc(CCNC(=O)c2cc(COc3c(F)cccc3F)on2)n1,0,0,-4,7,3,3,-3,4,3.3
c1ccc(N2CCCCC2)c(NC2=NCCC2)c1,12,0,-2,-5,-1,2,5,20,1.0
COC(=O)c1c(C)oc(C)c1S(=O)(=O)NCC1CC1,2,0,-1,2,-2,-8,4,6,0.5
Cc1ccc(Oc2nc3ccccc3n3c(C)nnc23)c(C)c1,14,0,-2,1,-3,-3,3,9,-0.3
Cc1ccc(C(=O)N(CC(C)C)c2c(N)n(Cc3ccccc3)c(=O)[nH]c2=O)o1,2,0,-8,-1,-4,8,-3,-3,-2.5
CC(C)(C)NC(=O)CN(C(=O)CS(=O)CC(=O)Nc1ccc(F)cc1)c1cccc(F)c1 (stereo not given),9,0,1,1,0,9,7,1,-1.0
CC(C)n1nc(C(=O)NCc2ccc3c(c2)OCO3)c2ccccc2c1=O,3,0,0,1,6,7,1,0,-2.1
Cc1ccc(NC(=O)CCn2cccc2)cc1C,-2,0,-4,3,1,-20,-3,-6,0.2
